hcGAS inh: inhibitors of human cGAS | 0.081% of 290,000 active | recombinant h-cGAS, ATP depletion, Kinase-Glo luminescence | inhibition, % at 12.5 µM | Q8N884 | AID 1259398;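 further: 0% = vehicle reaction and 100% = reaction without DNA for no activity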
Target sequence (Q8N884 whole entry, looked up): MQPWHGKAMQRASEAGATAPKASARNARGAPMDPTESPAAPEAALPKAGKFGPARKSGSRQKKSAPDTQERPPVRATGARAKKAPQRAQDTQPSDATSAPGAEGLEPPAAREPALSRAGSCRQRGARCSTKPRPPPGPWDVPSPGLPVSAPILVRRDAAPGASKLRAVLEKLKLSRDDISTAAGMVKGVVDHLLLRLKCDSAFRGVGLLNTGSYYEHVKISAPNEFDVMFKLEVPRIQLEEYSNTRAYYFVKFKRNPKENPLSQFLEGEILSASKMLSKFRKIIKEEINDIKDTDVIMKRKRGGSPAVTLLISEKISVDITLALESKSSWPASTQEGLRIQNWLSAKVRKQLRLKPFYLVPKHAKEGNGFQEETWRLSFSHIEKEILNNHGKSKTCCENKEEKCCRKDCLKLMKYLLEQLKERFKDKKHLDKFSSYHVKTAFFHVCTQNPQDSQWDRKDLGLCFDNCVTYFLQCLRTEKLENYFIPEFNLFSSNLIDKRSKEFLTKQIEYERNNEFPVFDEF
NPYLR7 agonist: activates Aedes aegypti NPYLR7 receptor. AID 1259423. activation, % at 10 µM. HEK293T NPYLR7/Galpha15, GCaMP6s calcium fluorescence. 0.15% of 270,000 active; in the data active means activation above about 40%;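 further: 0% = vehicle and 100% = reference agonist at the receptor; some compounds past the cut are filed as inactive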
mcGAS inh: mouse cGAS inhibition by luminescence. Q8C6L5. recombinant cGAS, Kinase-Glo ATP depletion luminescence. inhibition, % at 12.5 µM. 0.15% of 160,000 active;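 further: 0% = negative control wells and 100% = reference inhibitor with no enzyme activity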
Numbers without * were called inactive; · = not tested or not shown. Unless noted, no stated cut-off is given here; in the data, active means inhibition above about 40%; inactive means the rest.

1. O=c1oc2ccc(Br)cc2cc1-c1nc(-c2ccccc2)cs1
2. CC(C)CC(=O)Nc1ccnn1C1CCN(C(=O)C(C)Oc2cccc(Cl)c2)CC1 (centres undefined)
3. COc1cc(OC)cc(-c2nnc(SCc3cccc(C#N)c3)n2C2CCCCC2)c1
4. O=C(c1ccco1)N(Cc1cccc(F)c1)CC1CC(c2ccc(F)cc2F)=NO1 (centres undefined)
5. Brc1ccsc1-c1csc(CN2CCOCC2)n1
6. COc1ccccc1NCN1C(=O)c2cccc3cccc(c23)C1=O
7. CCOC(=O)Cn1c(=NC(=O)c2cc(C)no2)sc2cccc(F)c21
8. O=C(c1ccccc1N1CCC(NS(=O)(=O)c2ccc(F)cc2)CC1)N1CCc2ccccc2C1
Assay by compound,1,2,3,4,5,6,7,8
hcGAS inh,-8,-8,-9,-12,-15,-1,-5,-2
NPYLR7 agonist,-4,17,2,28,-1,6,5,8
mcGAS inh,·,·,-9,-3,·,-3,-9,-3

9. CC(NC(=O)C(C)n1c(=O)oc2ccccc21)c1ccccc1F (centres undefined)
10. COc1ccccc1Nc1ncc([N+](=O)[O-])cc1[N+](=O)[O-]
11. Cc1[nH]cnc1CN1CCC(CNS(=O)(=O)c2cccs2)C1 (centres undefined)
12. CN(C)c1cncc(-c2cc(O)cc(CCC3CCCCN3)c2)n1 (centres undefined)
13. O=C1c2ccccc2C(=O)c2c(NC(=O)c3sc4ccccc4c3Cl)cccc21
14. COC(=O)CCCCC(=O)Nc1cccc(-c2cccc(-c3ccc(F)cc3)n2)c1
15. CC(C)CNC(=O)COC(=O)C=Cc1cccs1
16. CCOc1cc(Br)nc(Br)c1Br
Assay by compound,9,10,11,12,13,14,15,16
hcGAS inh,-5,5,-2,-3,-3,-9,-7,-2
NPYLR7 agonist,2,9,3,5,-4,-1,2,5
mcGAS inh,·,3,·,·,-4,-7,·,·

17. COc1ccccc1CN1CCn2nc(C(=O)NCCc3ccc(OC)c(OC)c3)cc2C1=O
18. Cn1c(NNC(=O)c2ccccc2I)cc(=O)n(C)c1=O
19. CC(C)Cc1cc(C(=O)NC2CC(=O)Nc3ccccc32)n(C)n1 (centres undefined)
20. COc1ccc2cccc(NC(=O)CN3C(=O)CCC3=O)c2n1
21. O=C(Cc1ccc(F)cc1)NNc1ccc2nncn2n1
22. CCc1nc2ccc(C(=O)Nc3ccc(Cl)c(Cl)c3)cn2c1N(C)CCN1CCOCC1
23. CC1(c2cccc(Cl)c2)NC(=O)N(CCS(=O)(=O)c2ccc(Cl)cc2)C1=O (centres undefined)
24. CN(C)CC1(O)CCCN(C(=O)c2cccc(-n3cccn3)c2)CC1 (centres undefined)
Assay by compound,17,18,19,20,21,22,23,24
hcGAS inh,0,-7,-1,-10,-5,-7,-6,-7
NPYLR7 agonist,4,1,15,-6,1,14,12,10
mcGAS inh,-5,-7,-10,·,·,-2,·,·

25. COc1ccc(-c2cnc3ncnn3c2NC(C)CN(C)C)cc1 (centres undefined)
26. Cc1csc2c(N3CCCC4(CC3)CN(C)C(=O)O4)ncnc12 (centres undefined)
27. CCn1c(O)c(C=NCCSCc2cccs2)c(=O)n(CC)c1=S
28. CN(C)c1ccc(CNC(=O)c2cnc(-c3ccccc3)s2)cc1
29. CN(C1CCCCC1)S(=O)(=O)c1ccc(F)c(F)c1
30. Cc1nc(N2CCN(C)CC2)ncc1-c1cc(=O)[nH]c(N2CCC(Cc3ccccc3)CC2)n1
31. COc1ccc(C(=O)N2C(C(=O)NCC3CCCO3)COC23CCN(C(=O)c2c(OC)cccc2OC)CC3)cc1 (centres undefined)
32. C[C@@H](NC(=O)N1CCC2(CC1)NCCNC2=O)c1ccc(Cl)cc1
Assay by compound,25,26,27,28,29,30,31,32
hcGAS inh,-7,-3,-6,0,-12,-8,-3,-3
NPYLR7 agonist,-2,2,6,2,1,-1,-18,7
mcGAS inh,-10,-16,-8,·,·,-6,-5,-18

33. CCCn1c(=O)c2c(nc3n2CC(C)CN3Cc2ccccc2)n(C)c1=O (centres undefined)
34. CCn1cc(NC(=O)N2CCCCCC2)c2ccccc21
35. CCc1c(C)nn(-c2ccc(C(=O)NCCCO)cc2)c1C
36. O=S(=O)(c1ccccc1)c1nc(NCCc2ccccc2)sc1Cl
37. COc1ccc(C(=O)Oc2ccc3cc(Br)ccc3c2)cc1
38. COCCOc1nc(-c2ccc(OC)cc2)n(-c2cccc(NC(=O)C3CCC3)c2)n1
39. c1ccc(Cn2ncc3c(N4CCN(C(c5ccccc5)c5ccccc5)CC4)ncnc32)cc1
40. CCn1ccc(C(=O)N(CCN2CCOCC2)c2nc3c(C)ccc(Cl)c3s2)n1
Assay by compound,33,34,35,36,37,38,39,40
hcGAS inh,-11,-8,-7,-9,2,-3,-3,5
NPYLR7 agonist,15,0,-10,10,2,·,-1,4
mcGAS inh,·,-12,-3,-6,·,-5,·,·

By substructure, the compounds so far containing bromine (4)
1. O=c1oc2ccc(Br)cc2cc1-c1nc(-c2ccccc2)cs1
5. Brc1ccsc1-c1csc(CN2CCOCC2)n1
16. CCOc1cc(Br)nc(Br)c1Br
37. COc1ccc(C(=O)Oc2ccc3cc(Br)ccc3c2)cc1
Assay by compound,1,5,16,37
hcGAS inh,-8,-15,-2,2
NPYLR7 agonist,-4,-1,5,2
mcGAS inh,·,·,·,·

(continued)
41. NC(=O)c1cnc2n1CCN(C(=O)CN1CCOc3ccccc3C1)C2
42. COc1ccc(CNC(=O)Nc2cnc3c(c2)c(C)nn3C)cc1OC
43. O=S(=O)(c1ccc(F)cc1Cl)N(Cc1cccs1)CC1CCCO1 (centres undefined)
44. CNC(=S)NCCc1c[nH]c2ccccc12
45. Cc1cccc(Cn2c(C(=O)NC(C)c3ccccc3)cc3ccsc32)c1 (centres undefined)
46. COc1ccc(CN(CCC(C)C)CC(C)(C)O)cc1OC
47. COCC(=O)N(Cc1ccc(OCc2nc(CO)cs2)cc1)CC1CC1
48. O=C(COC(=O)C(Br)C12CC3CC(CC(C3)C1)C2)Nc1ccccc1OC(F)F (centres undefined)
Assay by compound,41,42,43,44,45,46,47,48
hcGAS inh,1,-10,-5,-4,-4,-9,0,-8
NPYLR7 agonist,8,11,16,16,38,12,7,0
mcGAS inh,·,-16,-15,·,-6,-6,-3,-6

49. Cc1cc(C(=O)NNC(=O)CCC(=O)c2cc(C)sc2C)c(C)o1
50. O=C1C2C3C=CC(C3)C2C(=O)N1c1ccc2c(c1)OCCO2 (centres undefined)
51. N#Cc1ccc(Cl)cc1N1CCN(CC(=O)N2CCCC2)CC1
52. O=C(NC(C(=O)NC1CC1)C1CCN(C(=O)c2cccs2)CC1)c1ccc(F)cc1 (centres undefined)
53. COc1cccc(/C=C/C(=O)N2CCC(CC(N)=O)CC2)c1OC
54. CCOC(=O)c1c(C)c(C(=O)CN(C2CC2)S(=O)(=O)c2ccc(Br)cc2)c(C)n1C
55. CC(C)NC(=O)N(Cc1cc(Cl)ccc1OCc1nc(CO)cs1)C(C)C
56. C=c1ccccc1=C1NNC(=Nc2nc(C)cc(C)n2)N1
Assay by compound,49,50,51,52,53,54,55,56
hcGAS inh,-7,8,-2,-3,-10,-6,-4,-9
NPYLR7 agonist,4,4,-9,10,14,-11,-4,-2
mcGAS inh,-7,·,1,-6,-15,-3,-5,·

57. CN(Cc1cccc(O)c1)C(=O)C1CCCN(C2CCN(C(=O)C3CC3)CC2)C1 (centres undefined)
58. CCSc1ncc(CN2CC[C@@](C)(O)[C@@H](Cc3ccccc3)C2)cn1
59. CCOc1ccccc1N1CCN(C(=O)c2ccc(Cl)cc2Cl)C(C)C1=O (centres undefined)
60. CC1(C)[C@]2(C(=O)NCCCOc3cccnc3)CC[C@@]1(C)OC2=O
61. Cc1ccc2c(c1)C(=O)C(=O)N2CCOc1ccc(C(C)(C)C)cc1
62. O=C1Nc2ccccc2C(=O)N2CCC[C@@H]12
63. O=C(c1c(OCc2cccnc2)nn2ccsc12)N(CCO)CCO
64. COc1ccccc1-c1ccc2c(c1)COCC(=O)N2C(C)C
Assay by compound,57,58,59,60,61,62,63,64
hcGAS inh,-4,2,-7,-5,5,5,-4,-5
NPYLR7 agonist,·,-4,18,-4,0,4,22,6
mcGAS inh,-14,·,-5,-12,·,-7,·,·

65. CC(=O)c1c(C)[nH]c(C(=O)CSc2nc(=O)ccn2C(C)C)c1C
66. COc1ccccc1NC(=O)c1ccc(Cl)c(S(=O)(=O)N2CCOCC2)c1
67. C=CCN1C(=O)C(=Cc2cc(OC)c(OC)c(OC)c2)SC1=S
68. COCCN(Cc1c(-c2ccccc2)noc1N1CCN(C)CC1)C(=O)c1ccccc1OC
69. CC(=O)c1cccc(OCC(O)CN(C)C(C)c2ccc(F)c(F)c2)c1 (centres undefined)
70. Cc1cccc(Cc2nc3c(c(=O)[nH]2)CN(C(=O)Nc2ccc(F)c(Cl)c2)CC3)c1
71. CC(=O)Nc1ccc(S(=O)(=O)N(CC(=O)N(Cc2ccccc2)Cc2ccc(C)o2)CC2CCCO2)cc1 (centres undefined)
72. O=S1(=O)CCC(N=Nc2c(O)[nH]c3c(Br)cc(F)cc23)C1 (centres undefined)
Assay by compound,65,66,67,68,69,70,71,72
hcGAS inh,-9,-7,4,-3,9,4,-1,-6
NPYLR7 agonist,-1,24,-2,-1,6,14,·,4
mcGAS inh,-13,-5,·,-6,·,-2,0,·

73. C=CCn1c(C(NC(=O)c2ccccc2Cl)C(C)C)n[nH]c1=S (centres undefined)
74. CC(c1ccccc1)n1cnc2c(c1=O)c1nc3ccccc3nc1n2C (centres undefined)
75. CC(=O)N1CCN(C(=O)c2nn(-c3ccc(Cl)cc3)c(=O)n(Cc3cccc(C(F)(F)F)c3)c2=O)CC1
76. COc1ccccc1NC(=O)Cn1cc(OC)c(=O)cc1CN1CCN(c2ccccc2)CC1
77. Cc1ccn(-c2ccc(NCc3cccnc3N3CCCCC3)nn2)n1
78. CC(C)[C@H]1CC[C@H](C)C[C@@H]1OCC(=O)NCC1COc2ccccc2O1 (some centres undefined)
79. Cc1c(C(=O)N(C)C2CCS(=O)(=O)C2)nnn1-c1ccccc1F (centres undefined)
80. CC(C)c1noc(CN2CCN(C(=O)C3(C#N)CCCC3)CC2)n1
Assay by compound,73,74,75,76,77,78,79,80
hcGAS inh,-8,-1,-3,1,-9,-6,-7,-7
NPYLR7 agonist,9,-4,·,-5,4,-7,4,11
mcGAS inh,·,·,-8,-6,·,·,-5,·

81. CN(Cc1csc(-c2cccs2)n1)c1ncnc2c1CCNCC2
82. COc1cccc(-c2cc(C(=O)N3CCN4CCN(C)CC4C3)[nH]n2)c1 (centres undefined)
83. CCn1c(C2CCNCC2)nn(CCSc2ccccc2)c1=O
84. Cc1ccc(-n2nc3c(c2NC(=O)c2ccc(S(=O)(=O)N(C)C)cc2)CS(=O)(=O)C3)cc1
85. CN(CC(=O)N1CCc2ccccc21)Cc1nc2ccccc2c(=O)[nH]1
86. CCC(Sc1nnnn1C1CCOCC1)c1ccc(F)cc1F (centres undefined)
87. Cc1cc(N2CCCC2)ccc1NC(=O)C1CCS(=O)(=O)C1 (centres undefined)
88. C=CCc1c(C)c(C#N)c2nc3ccccc3n2c1NCCC
Assay by compound,81,82,83,84,85,86,87,88
hcGAS inh,-10,-5,-9,-9,-15,-9,-13,-6
NPYLR7 agonist,1,3,21,-1,6,0,3,9
mcGAS inh,·,·,-19,·,-6,·,·,·

89. COCC(CC(C)C)OC(=O)c1ccc2nncn2c1 (centres undefined)
90. COc1ccc(-n2c(CCC(=O)NC(=O)C3CCCNC3)cc3c2-c2ccccc2CC3)cc1 (centres undefined)
91. COCc1cc(C)nc(N/N=C\c2ccc(OC)c([N+](=O)[O-])c2)c1C#N
92. CCCc1nnc2c(C(=O)NC(Cc3ccc(Cl)cc3)C(=O)OCC)cccn12 (centres undefined)
93. NC(=O)c1nc(-c2ccc(OCc3ccccc3)cc2)nc2c1[nH]c(=O)n2-c1cccc(Cl)c1
94. CC(=O)Nc1ccc(Nc2ccc(-n3cccn3)nn2)cc1
95. CSc1nnc(SCc2csc(Cc3ccc(F)cc3Cl)n2)s1
96. Cc1cc(C(=O)N(C)CCCOc2c(C)cccc2C)c(=O)[nH]c1C
Assay by compound,89,90,91,92,93,94,95,96
hcGAS inh,-11,-1,1,-1,-4,-2,1,-4
NPYLR7 agonist,6,21,-2,13,7,-3,-3,0
mcGAS inh,·,-5,1,-3,-7,-8,0,-7

97. COc1cccc(OCCN2CCN(c3cc(C)c(C#N)c4nc5ccccc5n34)CC2)c1
98. Cc1ccc(C)c(OCC(=O)N[C@@H](Cc2ccccc2)C(N)=O)c1C
99. NC(=O)CSc1nc(N)c(NC(=O)c2ccccc2F)c(=O)[nH]1
100. COc1cn(CC(=O)NCC2CCCO2)c(CSc2ccccc2)cc1=O (centres undefined)
101. CN1CCN(c2ncccc2CNC(=O)c2cccc(-n3cnnc3)n2)CC1
Assay by compound,97,98,99,100,101
hcGAS inh,-6,-6,-9,-8,-4
NPYLR7 agonist,11,-2,-4,-4,-1
mcGAS inh,·,-8,-8,-8,·

Screening data: PubChem BioAssay, Fisher Drug Discovery Resource Center
